Screens: PubChem BioAssay, several laboratories
Dynein cargo inh: blocks dynein driven cargo transport along microtubules | 3617.4 mouse cells, GR-EGFP nuclear translocation imaging; test concentration mostly 20 µM; stimulated with dexamethasone, 1 µM; stronger effect = lower value | 220,000 tested, 0.47% active | z-score, hits read low;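 active = plate z-score of nuclear minus cytoplasmic receptor signal below a set negative limit, without overly bright fluorescence or cell loss, cut at about -3.5 in these data, passing the limit was not always enough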;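 also: z-score of nuclear minus cytoplasmic ring GR-EGFP intensity difference per well; some compounds called inactive have numbers as strong as hits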
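Also added: dexamethasone, 1.0 µM final. Medium: tet-free, stripped-serum medium. Detection: fixed, Hoechst-stained cells imaged at 10x for EGFP. Read-out: nuclear-to-cytoplasmic GR-EGFP distribution per well. Times: induction 48 h, compound 1 h, agonist 30 min.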
T cell modulator: T cell immune modulation candidate; 2C CD8+ T cell-vesicle binding, flow cytometry; stronger effect = lower value; calls only at 7 µM; 330,000 tested, 0.068% active; AID 2052;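 active = response, share of CD8 T cells binding vesicles, and their 90th percentile fluorescence all below set limits, cut at about 80% in these data, passing the limit was not always enough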
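material = purified 2C TCR transgenic mouse naive CD8+ T cells | controls = Unloaded micro-vesicles (low), QL9 vesicles with 0.7% DMSO (high) | detection = cytometric PE anti-B7-1 and Alexa647 anti-CD8 signals after 1% paraformaldehyde fixation | incubation = binding step 1.5 h, 37 °C, antibody labelling 20 min, ice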
Lipid droplet: modulators of hepatic lipid droplet formation; AML12 mouse hepatocytes, oleate lipid droplets, BODIPY imaging; AID 1656; 240,000 tested, 0.4% active; inhibition, % at 6.5 µM;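 active = lipid droplet intensity inhibited by at least 50%, with more than 500 cells counted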
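Assay system: AML12 hepatocytes (mouse) / Also added: 100 µM oleic acid challenge / Times: overnight treatment with compound plus oleate / Detection: high-content imaging of BODIPY-stained droplets and DAPI nuclei / Evaluation: % inhibition of lipid droplet signal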
Ins promoter up: MIN6 insulin promoter up-regulation. z-score at 5 µM. AID 1625. MIN6 insulin promoter-GFP reporter, high-content imaging; stronger effect = higher value. 190,000 tested, 0.3% active;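 active = z-score above 3 at 5 µM with at least 500 cells counted in the well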
PMI inhibitors: inhibitors of human PMI, primary screen, biochemical, fluorescence intensity, coupled assay (AID 1209); purified PMI enzyme, coupled fluorescence intensity; higher % means a stronger effect; inhibition, % at 20 µM; hits with a dose series show IC50 in µM; 190,000 tested, 0.42% active; in the data active = inhibition above about 50%;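 also: plate controls were DMSO vehicle for no effect and wells lacking substrate for full effect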
TNAP activation fold: stimulation of alkaline phosphatase TNAP activity – biochemical, luminescent, no phosphate acceptor, uHTS, primary screen (AID 1001); purified TNAP, luminescent activation assay, no phosphate acceptor; higher activation fold means a stronger effect; one-dose activation fold at 20 µM; EC50 in µM for titrated hits; 200,000 tested, 0.03% active; in the data active = activation fold from about 3, or a potency from the dose series; inactive = the rest, 99 in 100 with activation fold below about 1.6; also: many of its hits are not listed in these tables
Myeloid diff 2: promotes myeloid progenitor differentiation. ER-HoxA9 myeloid progenitors, lysozyme-GFP differentiation, flow cytometry. 360,000 tested, 1% active. AID 624256. calls only at 10 µM;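 active = normalized GFP-positive differentiation at or above the plate's own cutoff, the solvent-only control mean plus 3 SD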;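 also: cells exposed to compound for four days before flow analysis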
MT stabilizer: microtubule stabilization, imaging screen; 200,000 tested, 0.83% active; HeLa tubulin immunostaining HCS, 24 h; share of cells brighter than vehicle mean+2SD; AID 2205; % tubulin-high responders, % at 10 µM;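 active = plate Z-score above 3 for both tubulin-high and condensed-nucleus cell shares, with cell loss under 80%, at 10 µM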;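 also: anti alpha tubulin signal scored within the nucleus-defined area of each cell; some results filed as inactive read as strong as hits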
b-catenin transl: alters nuclear translocation of beta-catenin in HeLa cells. immunofluorescence imaging. nuclear translocation activity, % at 5 µM. 190,000 tested, 0.3% active. AID 1665;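 active = nuclear translocation activity above 50% at 5 µM, with a well cell count of 50 or more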;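 also: per-cell ratio of nuclear to cytoplasmic median beta-catenin stain intensity; plate controls were DMSO negative control for no effect and GSK-3 inhibitor IX positive control for full effect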
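Test system: HeLa cells, endogenous beta-catenin; Compound: single 5 µM dose plus 0.02–20 µM confirmation series; Times: compound exposure 24 h at 37°C; Signal: fluorescence imaging of beta-catenin antibody stain plus DAPI; Read-out: % activation, nuclear-to-cytoplasmic median beta-catenin signal ratio per cell.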
Dynein cargo inh cytoplasmic EGFP: second read-out of Dynein cargo inh, no call of its own (marks repeat the call); z-score; measured here: cytoplasmic GR-EGFP intensity; stronger effect = higher value
Dynein cargo inh nuclear GR-EGFP: further read-out of Dynein cargo inh, marked with its call; z-score; measured here: nuclear GR-EGFP intensity;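 lower value marks the stronger effect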
Dynein cargo inh cell count: second read-out of Dynein cargo inh, no call of its own (marks repeat the call); z-score; measured here: cell count per field
Ins promoter up cell count: further read-out of Ins promoter up, marked with its call; cell count; measured here: cytotoxicity, nuclei count;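 total cells summed across four imaged fields per well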
Lipid droplet cells 6.5 µM: second read-out of Lipid droplet, no call of its own (marks repeat the call); cell count; measured here: cell count, cytotoxicity flag;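 cells counted across two imaged fields per well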
b-catenin transl cell count 5 µM: also measured in b-catenin transl; calls as there; cell count; measured here: cell count, cytotoxicity flag
T cell modulator vesicle-bound %: also measured in T cell modulator; calls as there; double positive events, %; measured here: CD8+ vesicle-bound cell fraction;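 binding gate set so that unloaded-vesicle control wells show 10% double positive cells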
MT stabilizer Hoechst-high %: recorded beside MT stabilizer, whose call it bears; % Hoechst-high responders; measured here: nuclear condensation Hoechst responders;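 share of cells brighter than vehicle mean plus two SD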
MT stabilizer cytotoxicity %: recorded beside MT stabilizer, whose call it bears; toxicity, %; measured here: cytotoxicity by cell density;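 0% = mean cell density of plate MIN control wells and 100% = no cells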
Myeloid diff 2 GFP+ MAC1+ %: second read-out of Myeloid diff 2, no call of its own (marks repeat the call); GFP+ MAC1+ double positive, %; measured here: differentiation confirmed by MAC1 staining
The depositor's hits bear a star; i = inactive; . = no result given. Hits appear at their usual frequency; overall some 3% were active at least once.

no.	SMILES	Dynein cargo inh	Dynein cargo inh cytoplasmic EGFP	Dynein cargo inh nuclear GR-EGFP	Dynein cargo inh cell count	T cell modulator	T cell modulator vesicle-bound %	Lipid droplet	Lipid droplet cells 6.5 µM	Ins promoter up	Ins promoter up cell count	PMI inhibitors	TNAP activation fold	Myeloid diff 2	Myeloid diff 2 GFP+ MAC1+ %	MT stabilizer	MT stabilizer Hoechst-high %	MT stabilizer cytotoxicity %	b-catenin transl	b-catenin transl cell count 5 µM
1	O=C(/C=C/c1ccc2c(c1)OCO2)N1CCN(c2ccc(Cl)cc2)CC1	-0.31	-0.14	-0.2	1	i	29	2	655	-0.95	1481	-6%	1	i	0.7	1.6	2.4	15	3.6	973
2	COc1ccc2nc(NC(=O)NC3CCCCC3)sc2c1	-0.33	-0.2	0.19	1.5	i	49	-1	702	-0.48	1011	.	.	i	0.3	.	.	.	-0.6	1386
3	O=C(/C=C/c1ccccc1Cl)NNC(=O)c1cccs1	0.81	-0.3	0.74	-0.31	i	15	-3	684	-0.22	1315	6%	1.7	i	0.2	2.5	1.8	3.1	-1.2	1147
4	CC(=O)c1ccc(N2CCN(C(=S)NCCCN(C)C)CC2)cc1	0.36	-0.27	0.46	-1.8	i	49	8	712	0.46	1237	11%	1.1	i	0.6	5.5	3.2	13	0.2	1072
5	O=C(N/N=C\c1ccc([N+](=O)[O-])o1)C1COc2ccccc2O1 (stereo not drawn)	-1.7	-0.15	-0.66	0.95	i	31	-3	711	0.88	1577	-9%	0.9	i	0.2	5.2	0.7	8.5	-1.3	1041
6	O=C(Nc1ccccc1)N1CCOCC1	0.1	0.22	-0.66	-0.32	i	14	.	.	-0.1	1618	4%	1.1	i	1.0	2.2	1.8	1.1	-2.4	1494
7	CSc1ncc(Cl)c(C(=O)Nc2nnc(SC/C=C/c3ccccc3)s2)n1	0.12	-0.43	0.21	0.41	i	18	-1	779	0.1	846	-4%	1.2	i	0.5	2.0	0.7	2.9	-0.9	1122
8	O=c1cnc2cc([N+](=O)[O-])ccc2[nH]1	0.23	-0.16	0.66	-0.23	i	64	12	686	-0.69	1516	22%	1	i	0.3	2.4	3.0	9.5	-1.1	954
9	CCc1ccc2c(CN3CCN(S(=O)(=O)c4ccc5c(c4)OCCO5)CC3)cc(=O)oc2c1	-0.029	-0.17	-0.21	0.087	i	35	.	.	-0.74	602	-3%	1.1	i	0.7	1.9	1.5	2.3	-2.3	845
10	CCOC(=O)CN(C)S(=O)(=O)c1ccc(-c2cc(C(=O)OC)sc2C(F)(F)F)cc1	2.6	-0.15	1.1	-0.97	i	6	-15	703	.	.	.	.	i	1.1	.	.	.	7.4	916
11	Cc1ccc(N2CCN(C(=O)c3cccc([N+](=O)[O-])c3)CC2)cc1Cl	-1.3	-0.21	-0.72	0.86	i	58	1	647	-0.65	1544	7%	1.1	i	0.2	5.8	1.9	5.2	-2.6	1081
12	Cc1ccc(N2C(=O)C3CC(c4ccccc4)=C4C5C=CC(C6C(=O)N(c7ccc(C)cc7)C(=O)C56)C4C3C2=O)cc1 (stereo not drawn)	1.3	-0.11	0.92	-0.81	i	58	-2	650	-0.53	1440	32%	1.1	i	0.1	3.2	2.2	13	-0.3	1076
13	Cc1cccc(-n2ncc3c(N(C)Cc4ccccc4)ncnc32)c1	-0.66	-0.75	-0.056	0.16	i	49	-10	590	1.1	609	.	.	i	1.6	.	.	.	2.4	1061
14	CNC(=O)CC(=O)Nc1ccccc1C(=O)O	0.067	-0.42	0.19	0.48	i	53	.	.	0.07	1567	-2%	1	i	0.4	3.4	2.3	11	2.6	1375
15	Cc1ccc(S(=O)(=O)c2cc3c(=O)n4ccccc4nc3n(Cc3ccco3)c2=N)cc1	-1	0.31	-0.24	-1.1	i	43	-6	775	-0.97	1292	-27%	1	i	2.3	3.3	2.8	5.5	0.3	1133
16	Cc1ccc2nc(N(CCCN(C)C)C(=O)c3ccc(S(=O)(=O)N(C)C)cc3)sc2c1	-1.1	-0.27	-0.83	1.2	i	29	13	667	-0.32	1336	-6%	1.1	i	0.5	2.4	2.8	10	-3.5	519
17	CCCC(O)(CCC)C(=O)NN(C(=O)OC)c1ccccc1	-0.34	-0.13	-0.042	-0.051	i	35	10	695	-0.09	1504	14%	1.1	i	1.3	4.5	1.7	8.7	-1.4	1080
18	CCOC(=O)n1cc(-c2cnc(CNC(=O)C(C)(c3ccccc3)c3ccccc3)o2)c2ccccc21	-0.52	-0.24	0.05	1	i	29	59*	704*	-0.4	743	12%	1	.	.	2.4	2.3	13	2.9	497
19	NC(N)=NC(N)=Nc1ccc2ccccc2c1	-0.83	-0.31	-0.22	0.56	i	62	-4	715	-0.36	1386	4%	1	i	6.0	2.9	1.8	11	1.3	975
20	CCOC(=O)C(=CNc1ccccc1N1CCOCC1)C(=O)OCC	-0.69	-0.29	-0.39	1.5	i	32	25	705	-0.01	1523	.	.	i	0.1	.	.	.	-1.5	1080
21	CCOC(=O)C1(CCc2ccccc2)CCN(Cc2ccn[nH]2)CC1	-0.79	-0.27	-0.6	1.4	i	3	3	725	0.06	1623	-1%	1	i	0.3	2.7	1.7	8.6	-2.1	1060
22	Fc1cccc(CSc2nc3ccncc3[nH]2)c1	-0.22	-0.21	0.56	0.4	i	16	-135	755	0.48	1267	2%	1	i	4.0	2.8	2.4	6.5	-0.7	531
23	Cc1cccc(N(CC(=O)Nc2cccnc2)S(C)(=O)=O)c1	-0.12	-0.058	0.51	-0.97	i	18	39	662	0.11	999	.	.	i	0.2	.	.	.	-0.7	1272
24	O=C(CSc1nc2ccccc2o1)N1CCN(S(=O)(=O)c2ccc3ccccc3c2)CC1	-1.2	-0.29	-0.83	0.69	i	38	14	626	-0.83	1113	6%	1.1	i	0.4	1.9	2.7	9.8	-4.0	517
25	Cn1c(SCC(=O)c2ccccc2)nnc1-c1ccc(O)cc1	-0.27	-0.18	-0.097	0.33	i	12	4	759	.	.	-9%	1	i	0.8	1.3	0.6	2.8	10	918
26	Cc1cc(C=C2C(=O)c3ccccc3C2=O)c(C)n1-c1ccccc1	0.12	0.24	0.64	0.71	i	38	.	.	-0.37	1530	3%	0.9	i	3.3	2.6	1.6	7.9	0.6	1371
27	CCOC(=O)/C=C(\C)Nc1cc(C)nn1-c1ccccc1	0.14	-0.17	0.33	0.022	i	60	.	.	1.8	1307	0%	1.1	i	0.9	3.1	1.7	2.2	-0.2	753
28	COc1cc(NC(=S)N(C)C)c(OC)cc1Cl	-0.26	-0.11	-0.23	-0.79	i	26	-24	658	1.1	1277	.	.	i	0.3	.	.	.	0.9	1268
29	CC(C)CSc1nc(N2CCOCC2)c2c(c1C#N)CC(C)(C)SC2	-0.52	-0.22	0.06	0.14	i	45	.	.	-0.98	1332	12%	1.1	i	2.1	3.7	1.2	13	-7.8	1072
30	NC(=O)C1(S(=O)(=O)c2ccccc2)CCCCC1	-1.3	-0.21	-0.26	0.87	i	43	.	.	1.4	1183	2%	1.1	i	0.7	5.0	3.1	7.1	-1.5	1124

Reprinted from the part before: two compounds, followed by the next part.
no.	SMILES	Dynein cargo inh	Dynein cargo inh cytoplasmic EGFP	Dynein cargo inh nuclear GR-EGFP	Dynein cargo inh cell count	T cell modulator	T cell modulator vesicle-bound %	Lipid droplet	Lipid droplet cells 6.5 µM	Ins promoter up	Ins promoter up cell count	PMI inhibitors	TNAP activation fold	Myeloid diff 2	Myeloid diff 2 GFP+ MAC1+ %	MT stabilizer	MT stabilizer Hoechst-high %	MT stabilizer cytotoxicity %	b-catenin transl	b-catenin transl cell count 5 µM
29	CC(C)CSc1nc(N2CCOCC2)c2c(c1C#N)CC(C)(C)SC2	-0.52	-0.22	0.06	0.14	i	45	.	.	-0.98	1332	12%	1.1	i	2.1	3.7	1.2	13	-7.8	1072
30	NC(=O)C1(S(=O)(=O)c2ccccc2)CCCCC1	-1.3	-0.21	-0.26	0.87	i	43	.	.	1.4	1183	2%	1.1	i	0.7	5.0	3.1	7.1	-1.5	1124
31	Cc1cc(C)cc(NC(=S)NCc2ccc(F)cc2)c1	-0.8	-0.16	-0.17	1.1	i	44	10	611	-0.65	1361	9%	1.3	i	1.1	3.3	3.0	12	-2.5	975
32	COc1ccc(Nc2nnc(C)c3ccccc23)cc1C(N)=O	-1.1	0.068	-0.46	1.1	i	38	.	.	-0.71	1237	5%	1.1	i	1.1	4.0	1.9	0.8	2.4	1133
33	CCN(c1ccccc1)S(=O)(=O)c1ccc(OC)c(N=N/C(C(=O)Nc2ccccc2)=C(/C)O)c1	1.3	-0.12	0.68	-0.62	i	38	-26	641	-0.24	1332	-7%	1	i	0.8	1.7	2.1	8.8	-1.8	1085
34	CC1(C)CC(=O)c2c(oc3ccc(NS(=O)(=O)c4cccc5cccnc45)cc23)C1	0.29	-0.33	0.45	-0.1	i	41	0	654	0.44	1431	23%	1	i	0.1	6.1	1.9	7.3	0.2	1009
35	O=C(CCC(=O)N1CCN(c2ccccn2)CC1)Nc1nnc(C2CCCCC2)s1	1.7	-0.063	1.9	-1.5	i	67	.	.	-0.11	1014	7%	1	i	1.4	3.0	0.8	2.5	-1.8	758
